# WT yeast gro inh: growth inhibition of WT yeast, mitochondrial fusion screen; mitochondrial fusion phenotypic screen, WT strain; inhibition, % at 10 µM; 2.1% of 190,000 active; in the data active means inhibition above about 58%; tested in S. cerevisiae
# Autophagy HCS: modulators of autophagy | MEF GFP-LC3 puncta imaging; test concentration mostly 10 µM | calls only at 10 µM (by protocol) | 0.98% of 190,000 active;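 active means percentage of spot-positive cells more than 3 SD above its plate mean, without a fluorescence outlier flag or 80% toxicity; inconclusive means no clear call, values can overlap the other calls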;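 further: spot-positive cell cutoff set from DMSO-treated cells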
# Hep lipid drop: hepatic lipid droplet formation modulation | AML12 mouse hepatocytes, oleate lipid droplets, BODIPY imaging | 0.4% of 240,000 active | inhibition, % at 6.5 µM;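 active means lipid droplet intensity inhibited by at least 50%, with more than 500 cells counted; inconclusive means wells with under 300 cells, treated as cytotoxic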
#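 Material – AML12 mouse liver cells · Also added – oleate loading, 100 µM · Compound dosing – 6.5 µM single-point dosing · Times – overnight treatment with compound plus oleate · Measured by – fluorescence imaging, 20x objective, two fields per well · Read-out – percent inhibition of filter-corrected integrated lipid droplet intensity per well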
# b-catenin transl: modulators of beta-catenin nuclear translocation; HeLa beta-catenin nuclear translocation, immunofluorescence imaging; nuclear translocation activity, % at 5 µM; 0.3% of 190,000 active;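 active means nuclear translocation activity above 50% at 5 µM, with a well cell count of 50 or more; inconclusive means wells under 50 cells across six images, flagged as toxic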;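 further: per-cell ratio of nuclear to cytoplasmic median beta-catenin stain intensity; plate controls were DMSO negative control for no effect and GSK-3 inhibitor IX positive control for full effect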
#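 Test system: human HeLa cell line; Doses: 5 µM primary, 0.02–20 µM confirmation; Incubation: 24 h compound exposure, 37°C; Detection: beta-catenin immunofluorescence imaging with DAPI; Read-out: beta-catenin nuclear/cytoplasmic ratio, % activation.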
# T cell modulator: T cell immune modulation candidate. 2C CD8+ T cell-vesicle binding, flow cytometry; active compounds read low. calls only at 7 µM. 0.068% of 330,000 active. AID 2052;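 active means response, share of CD8 T cells binding vesicles, and their 90th percentile fluorescence all below set limits, cut at about 80% in these data, passing the limit was not always enough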
#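 material = purified 2C TCR transgenic mouse naive CD8+ T cells | controls = Unloaded micro-vesicles (low), QL9 vesicles with 0.7% DMSO (high) | detection = cytometric PE anti-B7-1 and Alexa647 anti-CD8 signals after 1% paraformaldehyde fixation | incubation = binding step 1.5 h, 37 °C, antibody labelling 20 min, ice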
# Insulin prom up: MIN6 insulin promoter up-regulation; MIN6 insulin promoter-GFP reporter, high-content imaging; active compounds read high; z-score at 5 µM; 0.3% of 190,000 active; AID 1625;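 active means z-score above 3 at 5 µM with at least 500 cells counted in the well; inconclusive means wells under 500 cells, flagged as cytotoxic or low count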
# Myeloid diff 2: myeloid differentiation induction; 1% of 360,000 active; ER-HoxA9 myeloid progenitors, lysozyme-GFP differentiation, flow cytometry; calls only at 10 µM;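 active means normalized GFP-positive differentiation at or above the plate's own cutoff, the solvent-only control mean plus 3 SD; inconclusive means no clear call, values can overlap the other calls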;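 further: cells exposed to compound for four days before flow analysis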
# MT stabilizer: microtubule stabilization, imaging screen | AID 2205 | % tubulin-high responders, % at 10 µM | HeLa tubulin immunostaining HCS, 24 h; share of cells brighter than vehicle mean+2SD | 0.83% of 200,000 active;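 active means plate Z-score above 3 for both tubulin-high and condensed-nucleus cell shares, with cell loss under 80%, at 10 µM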;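 further: anti alpha tubulin signal scored within the nucleus-defined area of each cell; some results filed as inactive read as strong as hits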
# West Nile antiviral: West Nile virus antiviral activity, cell-based, CPE readout (AID 1621); CPE inhibition, % at 10 µM, or IC50 in µM where a hit was titrated; 0.02% of 290,000 active; West Nile virus-infected cells, CPE inhibition; higher % means a stronger effect; in the data active means a potency from the dose series; inconclusive means CPE inhibition mostly from about 3.7% at the one dose, without a potency; inactive means the rest, 99 in 100 with CPE inhibition below about 2.2%; further: strong numbers were not always called active
# WT yeast gro inh mutant strain: also measured in WT yeast gro inh; calls as there; inhibition, %; mitochondrial fusion phenotypic screen, mutant strain inhibition
# Insulin prom up cell count: also measured in Insulin prom up; calls as there; cell count; measured here: cytotoxicity, nuclei count;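 total cells summed across four imaged fields per well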
# Hep lipid drop cells 6.5 µM: also measured in Hep lipid drop; calls as there; cell count; measured here: cell count, cytotoxicity flag;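 cells counted across two imaged fields per well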
# b-catenin transl cell count 5 µM: recorded beside b-catenin transl, whose call it bears; cell count; measured here: cell count, cytotoxicity flag
# T cell modulator vesicle-bound %: second read-out of T cell modulator, no call of its own (marks repeat the call); double positive events, %; measured here: CD8+ vesicle-bound cell fraction;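 binding gate set so that unloaded-vesicle control wells show 10% double positive cells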
# MT stabilizer Hoechst-high %: also measured in MT stabilizer; calls as there; % Hoechst-high responders; measured here: nuclear condensation Hoechst responders;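 share of cells brighter than vehicle mean plus two SD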
# MT stabilizer cytotoxicity %: second read-out of MT stabilizer, no call of its own (marks repeat the call); toxicity, %; measured here: cytotoxicity by cell density;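 0% = mean cell density of plate MIN control wells and 100% = no cells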
# Autophagy HCS cell loss 18 h: further read-out of Autophagy HCS, marked with its call; toxicity, %; measured here: cell loss, nuclei count;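 cell loss after 18 h compound exposure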
# Myeloid diff 2 GFP+ MAC1+ %: second read-out of Myeloid diff 2, no call of its own (marks repeat the call); GFP+ MAC1+ double positive, %; measured here: differentiation confirmed by MAC1 staining
# * = called active by the depositor; i = inactive; u = inconclusive; x = no result given; + = active, no number. No enrichment for hits; about 3.9% have a hit in one of these screens.
# Start of the listing, in advance:
SMILES	Autophagy HCS cell loss 18 h	West Nile antiviral	MT stabilizer	Myeloid diff 2	T cell modulator	Autophagy HCS	MT stabilizer Hoechst-high %	Myeloid diff 2 GFP+ MAC1+ %	Insulin prom up cell count	Hep lipid drop cells 6.5 µM	Hep lipid drop	T cell modulator vesicle-bound %	WT yeast gro inh	b-catenin transl cell count 5 µM	Insulin prom up	WT yeast gro inh mutant strain	b-catenin transl	MT stabilizer cytotoxicity %
COC(=O)CCCSc1nccn1-c1ccccc1	-3	0.3%	1.6	i	i	i	2.0	0.4	1434	690	-22	30	1	1105	0.05	-4	-2.0	5.1
S=C(Nc1cc(Cl)cc(Cl)c1)N1CCCC1	x	-0.1%	x	i	i	x	x	0.3	x	842	-6	7	x	x	x	x	x	x
COC(=O)c1sccc1NC(=O)CNC(=O)c1ccccc1	-6	-1.4%	2.4	i	i	i	3.2	0.9	1183	682	4	19	0	1089	-0.67	-6	-1.8	6.2
COC(=O)c1cccc(NC(=O)c2cccc(OC)c2)c1	-7	-0.2%	2.4	i	i	i	1.8	0.6	1170	729	-1	58	31	1173	1.5	11	-4.5	11

# This part in full, repeating the preview:
SMILES	Autophagy HCS cell loss 18 h	West Nile antiviral	MT stabilizer	Myeloid diff 2	T cell modulator	Autophagy HCS	MT stabilizer Hoechst-high %	Myeloid diff 2 GFP+ MAC1+ %	Insulin prom up cell count	Hep lipid drop cells 6.5 µM	Hep lipid drop	T cell modulator vesicle-bound %	WT yeast gro inh	b-catenin transl cell count 5 µM	Insulin prom up	WT yeast gro inh mutant strain	b-catenin transl	MT stabilizer cytotoxicity %
COC(=O)CCCSc1nccn1-c1ccccc1	-3	0.3%	1.6	i	i	i	2.0	0.4	1434	690	-22	30	1	1105	0.05	-4	-2.0	5.1
S=C(Nc1cc(Cl)cc(Cl)c1)N1CCCC1	x	-0.1%	x	i	i	x	x	0.3	x	842	-6	7	x	x	x	x	x	x
COC(=O)c1sccc1NC(=O)CNC(=O)c1ccccc1	-6	-1.4%	2.4	i	i	i	3.2	0.9	1183	682	4	19	0	1089	-0.67	-6	-1.8	6.2
COC(=O)c1cccc(NC(=O)c2cccc(OC)c2)c1	-7	-0.2%	2.4	i	i	i	1.8	0.6	1170	729	-1	58	31	1173	1.5	11	-4.5	11
Cc1ccc(NC(=S)NCC(C)CSc2ccc(Cl)cc2)cc1 (stereo unspecified)	7	-0.7%	1.6	i	i	i	2.4	0.8	1252	695	-18	18	81*	1113	-0.72	51*	-1.2	7.4
O=C(Nc1nc2c(s1)CN(Cc1ccccc1)CC2)c1c(F)cccc1F	19	1.5%	1.8	i	i	i	2.8	0.6	1269	670	-2	41	3	1116	-1.3	-24	-3.7	6.8
CC(C)CC(NC(N)=O)C(=O)NCCc1ccc(Cl)cc1Cl (stereo unspecified)	0	-0.3%	1.4	i	i	i	2.0	0.4	1359	715	-8	51	4	1065	-0.11	23	-0.8	4.4
Cc1ccc(C)n1-c1nn(S(=O)(=O)c2ccccc2)c2cccc(F)c12	x	1.3%	x	i	i	x	x	0.6	1142	679	-22	18	x	1317	-0.61	x	-0.8	x
COC(=O)c1c(NC(=O)CN2CCC(C(N)=O)CC2)c2c(C)cccc2n1C	-5	-0.1%	6.2	i	i	i	3.7	0.7	1001	x	x	59	8	1164	0.42	22	1.2	5.1
Cc1ccc(NC(=O)CN(C)C(=O)COC(=O)CCS(=O)(=O)c2ccc(C)cc2)cc1	x	-0.1%	x	i	i	x	x	2.3	x	830	2	40	x	x	x	x	x	x
Cc1ccccc1CS(=O)(=O)CCC(=O)NCCN1CCN(c2cccc(Cl)c2)CC1	14	x	3.2	i	i	i	3.4	1.3	999	x	x	34	x	1419	-1.4	x	0.3	12
c1ccc(-c2ncnc3cc4n(c23)CCC4)cc1	5	-0.7%	4.6	i	i	i	1.7	0.3	x	739	-9	5	-19	1189	x	-1	-1.0	7.0
CCc1nnc(SC(C)C(=O)Nc2nccs2)n1C (stereo unspecified)	x	0.4%	x	i	i	x	x	1.5	x	671	6	16	x	x	x	x	x	x
CCN(CC)S(=O)(=O)c1cccc(NC(=O)CNc2cccc(S(=O)(=O)N3CCCC3)c2)c1	x	-1.0%	x	u	i	x	x	x	x	679	-50	8	x	x	x	x	x	x
CCOc1ccc(C(=O)NCC2OCCc3ccccc32)cc1 (stereo unspecified)	-9	0.0%	5.4	i	i	i	1.8	6.5	x	793	-2	15	26	417	x	5	7.2	3.5
Cc1ccccc1OCCNc1cc(N2CC(C)NC(C)C2)ccc1[N+](=O)[O-] (stereo unspecified)	3.7*	1.9%	14	i	i	+	4.3	2.5	1048	702	14	8	87*	1054	-1.1	84*	1.0	31
S=c1[nH]ncn1/N=C/c1ccccc1	18	0.6%	4.1	i	i	i	1.6	0.2	1588	x	x	42	x	1365	0.82	x	0.8	2.4
Cc1csc(C(=O)O)c1NC(=O)c1cccc([N+](=O)[O-])c1	0	-0.1%	3.0	i	i	i	2.4	0.1	1606	696	-9	57	2	993	0.09	12	-3.2	5.1
CCN1CCCC1CN(Cc1cc2c(C)cc(C)cc2[nH]c1=O)C(=O)NC1CCCCC1 (stereo unspecified)	-44	0.1%	2.9	i	i	i	1.4	0.9	x	x	x	57	11	1167	x	11	-0.2	13
Cc1ccc(S(=O)(=O)NCCN(CCNS(=O)(=O)c2ccc(C)cc2)S(C)(=O)=O)cc1	6	-0.1%	3.9	i	i	i	2.3	0.7	1561	x	x	36	-5	1330	-0.64	13	-1.1	3.9
Cc1ccc(OCc2nc(-c3cccs3)no2)c([N+](=O)[O-])c1	2	0.0%	1.9	i	i	i	1.5	0.7	1319	674	1	39	-4	1057	-0.48	-27	0.8	2.5
CC1CN(Cc2cc(=O)[nH]c(C(C)C)n2)CC(C)O1 (stereo unspecified)	-2	0.3%	1.9	i	i	i	1.3	1.1	1907	633	-1	24	8	1029	-0.46	12	-1.4	9.3
CC1CN(C(=O)COC(=O)[C@@H]2CC(O)CN2S(=O)(=O)c2ccc3c(c2)OCCO3)CC(C)O1 (stereo partly specified)	-15	0.1%	2.9	i	i	i	2.1	0.8	1493	711	32	34	5	1066	0.04	11	-2.4	1.8
c1cncc(-c2nn3c(Cn4nnc5ccccc54)nnc3s2)c1	x	0.5%	2.7	i	i	x	2.4	4.5	1440	x	x	34	-4	1430	1.7	8	0.7	11
N/C(=N\OC(=O)Cc1ccccc1)c1ccccn1	5	0.7%	2.3	i	i	i	1.8	0.4	1538	x	x	41	-8	1354	0.51	-7	0.6	1.2
COc1ccc(NC(=O)CS(=O)CC(=O)NCC2OCCc3ccccc32)cc1 (stereo unspecified)	11	0.0%	1.8	i	i	i	1.2	0.3	1221	729	-4	39	8	1082	1.3	1	-0.6	3.7
Cc1cccc2nc(-c3ccco3)c(Nc3ccc4c(c3)OCCO4)n12	8	-0.5%	3.3	i	i	i	2.2	0.4	1226	730	23	22	-4	x	-0.44	0	x	2.4
COCCn1c(SCC(=O)Nc2nc(C)c(Cl)cc2Cl)nc2ccccc21	4	-0.2%	1.4	i	i	i	2.1	1.3	1158	x	x	58	-3	1049	-0.17	-1	-2.4	11
O=C(NCc1ccccc1F)c1ccncc1	x	0.3%	x	i	i	x	x	0.8	x	769	-22	39	x	x	x	x	x	x
CCC(=O)Nc1cccc(NC(=O)c2ccc(C)c([N+](=O)[O-])c2)c1	-4	0.3%	1.4	i	i	i	1.1	5.8	1407	x	x	56	-1	1322	-0.57	4	0.1	1.4
CC1CCCCN1C(=O)CCS(=O)(=O)c1cccc2nonc12 (stereo unspecified)	-2	-0.6%	3.8	i	i	i	1.7	0.1	1136	685	2	26	-5	1091	-0.35	2	-2.8	5.9
O=C(Nc1ccccc1C(=O)N1CCCCC1)NC1CCCCC1	12	-0.9%	2.6	i	i	i	1.6	1.0	1474	615	-5	14	-7	1057	0.61	-18	0.5	6.1
CCOC(=O)C1C(=O)CC(O)(c2ccccc2)CC1c1ccccc1 (stereo unspecified)	4	1.1%	3.8	i	i	i	2.6	0.4	1218	x	x	42	1	823	2.8	-10	-7.3	24

# Compound activity from PubChem BioAssay.
